AGP1-GFP MLPCN – yeast TOR pathway AGP1-GFP modulation | 0.02% of 320,000 active | GFP response vs DMSO, % at 10 µM | S. cerevisiae AGP1-GFP multiplex flow cytometry, 3 h; GFP as percent of DMSO wells;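 active = GFP response relative to DMSO above a set limit, near screen average plus 3 SD, cut at about 150% in these data; inconclusive = fewer than 70 cells counted for the yeast strain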;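 note: median GFP channel fluorescence of the gated AGP1 strain per well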
RPL19A TOR yeast – modulators of TOR pathway RPL19A-GFP in S. cerevisiae; S. cerevisiae RPL19A-GFP strain, flow cytometry, 3 h; active compounds read low; percent response vs DMSO, % at 10 µM; 0.3% of 330,000 active; AID 2025;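 active = percent response vs DMSO below 50%; inconclusive = fewer than 70 events counted for the yeast strain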;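 note: median channel GFP fluorescence of the barcoded RPL19A-GFP strain; ratio of sample median GFP to plate DMSO average so 100% = DMSO; lower means less RPL19A-GFP as with rapamycin TOR inhibition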
CIT2 TOR yeast – yeast TOR pathway CIT2-GFP modulation. GFP response vs DMSO, % at 10 µM. S. cerevisiae CIT2-GFP strain, flow cytometry, 3 h; 100 means same as DMSO wells. 0.065% of 320,000 active;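 active = GFP response relative to DMSO above a set limit, near the screen mean plus 3 SD, cut at about 150% in these data; inconclusive = Fewer than 70 cells measured for a yeast strain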;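 note: ratio of well median GFP fluorescence to mean of DMSO wells on the plate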
LAP4-GFP MLPCN – modulators of TOR pathway LAP4-GFP in S. cerevisiae. 0.34% of 320,000 active. AID 2023. GFP response vs DMSO, % at 10 µM. S. cerevisiae LAP4-GFP multiplex, flow cytometry GFP, 3 h; median GFP as percent of DMSO wells;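 active = GFP response vs DMSO above a set limit, about the screen mean plus 3 SD, cut at about 150% in these data; inconclusive = under 70 cell events counted for the yeast strain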
MEP2 TOR yeast – modulators of TOR pathway MEP2-GFP in S. cerevisiae | S. cerevisiae MEP2-GFP strain, flow cytometry GFP, 3 h; 100% = DMSO control level | GFP response vs DMSO, % at 10 µM | 0.51% of 330,000 active | AID 2016;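 active = GFP response versus DMSO above a set limit, roughly screen mean plus 3 SD, cut at about 180% in these data; inconclusive = fewer than 70 cells counted for a yeast strain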;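 note: median GFP fluorescence of the barcode-gated MEP2-GFP cells per well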
GRK2 aptamer HTS – human GRK2 inhibition via aptamer displacement; inhibition of aptamer binding, % at 10 µM; 0.59% of 330,000 active; bead flow cytometry, FAM-aptamer displacement from GRK2;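 active = inhibition of aptamer binding above 40%, roughly 3 SD of noise, on plates passing a quality check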;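 note: median bead fluorescence of bound FAM aptamer so fluorescent compounds give negative values; no value below 0 was filed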
VLA-4 inh – inhibition in a human VLA-4 binding assay | P13612 | VLA-4 expressing cells, ligand binding flow cytometry | inhibition, % (about 7 µM as worked out from the volumes in the protocol) | 0.2% of 330,000 active; in the data active = inhibition above about 50%
Target sequence (P13612 whole entry, looked up): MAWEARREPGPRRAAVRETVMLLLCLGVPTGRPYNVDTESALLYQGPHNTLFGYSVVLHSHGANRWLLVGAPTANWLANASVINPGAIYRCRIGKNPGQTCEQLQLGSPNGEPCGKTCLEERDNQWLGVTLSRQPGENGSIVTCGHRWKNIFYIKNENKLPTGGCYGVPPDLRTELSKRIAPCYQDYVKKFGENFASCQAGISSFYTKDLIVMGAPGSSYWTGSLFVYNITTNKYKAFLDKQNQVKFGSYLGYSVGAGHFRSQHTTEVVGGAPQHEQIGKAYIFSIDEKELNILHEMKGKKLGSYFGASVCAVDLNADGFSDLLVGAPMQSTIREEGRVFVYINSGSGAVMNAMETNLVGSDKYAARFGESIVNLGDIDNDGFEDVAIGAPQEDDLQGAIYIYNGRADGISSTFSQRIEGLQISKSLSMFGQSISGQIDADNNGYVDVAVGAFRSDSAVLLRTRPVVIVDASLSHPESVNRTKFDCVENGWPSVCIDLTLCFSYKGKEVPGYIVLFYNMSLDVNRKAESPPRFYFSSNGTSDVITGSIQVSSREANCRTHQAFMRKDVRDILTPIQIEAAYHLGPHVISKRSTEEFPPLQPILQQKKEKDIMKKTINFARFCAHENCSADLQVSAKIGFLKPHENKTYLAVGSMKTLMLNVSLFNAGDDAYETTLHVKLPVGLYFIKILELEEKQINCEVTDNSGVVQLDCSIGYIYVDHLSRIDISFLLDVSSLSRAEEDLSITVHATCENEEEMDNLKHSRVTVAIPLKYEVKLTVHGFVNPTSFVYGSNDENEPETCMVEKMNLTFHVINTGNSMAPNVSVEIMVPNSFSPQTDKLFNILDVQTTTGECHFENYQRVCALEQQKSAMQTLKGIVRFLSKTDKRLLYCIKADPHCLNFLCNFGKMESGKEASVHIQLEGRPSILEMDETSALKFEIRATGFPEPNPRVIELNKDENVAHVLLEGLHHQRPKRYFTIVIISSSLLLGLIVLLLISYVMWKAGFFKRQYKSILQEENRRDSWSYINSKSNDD
Yeast superoxide – yeast age-related superoxide inhibition as caloric restriction mimetic; S. cerevisiae aged cells, superoxide DHE fluorescence; active compounds read low; superoxide response (% of plate mean), % at 10 µM; 0.18% of 330,000 active;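 active = superoxide response under a set limit, about three screen SD below normal, cut at about 65% in these data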;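 note: yeast aged for seven days with compound at 30 °C before DHE staining; 100% = average MFI of all compound-treated wells on the plate with controls excluded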
The depositor's hits bear a star; ? = inconclusive; nt = not tested or not shown; [ ] = dose if it differs, or a comment.

SMILES	AGP1-GFP MLPCN	RPL19A TOR yeast	CIT2 TOR yeast	LAP4-GFP MLPCN	MEP2 TOR yeast	GRK2 aptamer HTS	VLA-4 inh	Yeast superoxide
O=c1[nH]c(=S)n(-c2ccc(Cl)cc2)c(O)c1C=Nc1ccc(N2CCOCC2)cc1	96.0	100.0	105.8	87.0	114.8	3.0	1.0	136.9
COc1ccc(Cn2c(O)c(/C=N/NC(=O)c3ccncc3)c(=O)[nH]c2=O)cc1	105.3	101.3	96.3	106.8	101.4	1.0	2.5	99.9
Cc1ccccc1C1=NCC(=O)N(CC(=O)N2CCCCC2)c2sc(C)c(C)c21	97.2	95.9	99.0	93.7	96.6	3.0	-37.0	105.5
CCCCN1CCC(O)(c2ccccc2)C(C(=O)c2ccccc2)C1 (stereo not given)	104.7	93.2	107.3	103.5	102.3	6.0	-3.8	101.3
Cc1ccc(C(=O)O)cc1N=Nc1c(O)[nH]c(=O)[nH]c1=O	100.4	100.5	104.0	101.6	104.4	9.0	-6.1	83.3
S=C=Nc1ccccn1	91.9	97.3	92.6	112.2	92.5	0.0	0.0	105.1
CCN1C[C@]2(COC)CC[C@H](O)[C@@]34C5C[C@@H]6[C@@H](OC)C[C@@](O)(C5[C@H]6O)[C@](O)([C@@H](OC)C23)[C@@H]14 (stereo not given in full)	108.6	102.8	107.5	105.8	103.8	1.0	-14.9	80.0
Oc1ccc2c3c1O[C@H]1c4[nH]c5ccccc5c4C[C@@]4(O)[C@@H](C2)N(CC2CC2)CC[C@]314	88.7	97.7	84.9	101.6	98.6	1.0	7.1	108.9
Cn1cccc1/C=C1\C(=O)NC(=O)N(Cc2ccccc2)C1=O	99.2	91.0	88.3	111.7	91.6	2.0	3.4	95.4
COCc1cc(C2SCC(=O)Nc3c2c(=O)[nH]n3C(C)C)ccc1OC (stereo not given)	93.6	92.6	101.1	89.4	103.5	0.0	9.9	92.5
C#CCOc1cc(C2C3=C(COC3=O)Nc3cc4c(cc32)OCO4)ccc1OC (stereo not given)	102.7	108.2	164.5*	123.1	171.8	0.0	12.3	82.0
CCn1c(=O)cc(SCC(=O)N2CCC3(CC2)OCCO3)c2ccccc21	104.2	101.4	100.4	99.0	98.0	0.0	-8.0	86.5
CC(C)c1ccc(O)c(CN2CCN(c3ccccc3)CC2)c1	109.6	102.9	101.9	104.2	106.9	1.0	-4.2	74.9
Cc1cc(/C=C2\C(=O)NC(=O)N(c3cccc(F)c3)C2=O)c(C)n1-c1ccc(C(=O)O)c(Cl)c1	98.7	100.0	106.8	97.2	109.3	31.0	18.8	109.6
O=c1c2ccccc2nc(Cc2ccccc2)n1-c1ccc(O)cc1	102.2	95.5	101.3	102.3	99.1	1.0	1.9	103.7
CN1CCN(C(=O)COc2ccc(S(=O)(=O)Nc3ccc(F)cc3)cc2)CC1	96.5	102.9	97.4	96.9	101.1	0.0	3.2	80.6
CCOP(=O)(OCC)C(O)c1ccc(OC)cc1OC (stereo not given)	92.4	98.2	94.0	85.4	94.9	4.0	7.9	97.3
COC(=O)c1nc(-c2ccc3c(n2)C(=O)C(N)=C(OC)C3=O)c(N)c(-c2ccc(OC)c(OC)c2O)c1C	106.1	103.4	100.1	104.4	99.1	20.0	1.7	109.1
CCCCOc1ccc(CN2CCN(CCO)CC2)cc1	99.2	99.7	102.2	97.3	102.9	1.0	10.9	87.2
CC(=NCC1CCCO1)c1c(O)n(-c2ccc(Cl)cc2)c(=O)[nH]c1=O (stereo not given)	96.0	102.0	91.2	95.5	92.7	3.0	18.2	92.2
O=c1c2ccccc2nc(/C=C/c2ccc(O)cc2)n1-c1ccc(O)cc1	110.1	109.7	109.1	88.9	107.5	2.0	1.8	101.2
CSc1nc(N)c(N=Nc2ccc([As](=O)(O)O)cc2)c(=O)[nH]1	101.3	103.8	102.5	100.0	103.6	5.0	0.6	148.5
O=C1CN=C(c2ccc[nH]2)c2cc(Cl)ccc2N1	91.0	90.4	89.1	95.5	97.8	5.0	28.7	129.2
CCOc1ccccc1N1C(=O)NC(=O)/C(=C/c2ccc3c4c(cccc24)CC3)C1=O	97.7	96.6	95.4	103.2	99.9	1.0	13.7	91.9
O=C(NCc1cccnc1)NC1CCCCC1	84.3	90.7	93.7	92.1	90.0	5.0	9.7	108.7
Going on with the list.
SMILES	AGP1-GFP MLPCN	RPL19A TOR yeast	CIT2 TOR yeast	LAP4-GFP MLPCN	MEP2 TOR yeast	GRK2 aptamer HTS	VLA-4 inh	Yeast superoxide
O=[N+]([O-])c1ccccc1CCl	109.6	102.2	107.9	102.0	98.2	0.0	8.4	114.3
COc1ccc(-n2c(O)c(C(C)=NCCCn3ccnc3)c(=O)[nH]c2=O)cc1	107.9	101.6	102.6	90.7	98.4	0.0	-1.0	96.4
O=P(Nc1cccc(F)c1)(Oc1ccccc1F)Oc1ccccc1F	93.0	95.4	87.0	107.8	100.2	2.0	13.7	103.1
CCC(=NCc1ccco1)c1c(O)n(C2CCCCC2)c(=O)[nH]c1=O	92.8	101.7	85.0	103.8	87.5	1.0	46.0	97.0
COc1ccc(C(=O)C2CCCN(Cc3ccccn3)C2)c(OC)c1 (stereo not given)	103.0	105.1	100.7	94.6	103.5	2.0	-0.8	103.2
COc1ccc(N2C(=O)NC(=O)/C(=C/c3cccc(OC(=O)c4cccs4)c3)C2=O)cc1Cl	91.9	100.0	91.2	94.2	100.3	4.0	16.1	73.8
CC1=CC(=O)C2=C(C)CC(O)C3C(C)C(=O)OC3C12 (stereo not given)	92.6	91.2	95.7	91.6	94.5	2.0	-0.3	99.3
COC(=O)C1=C(c2ccc(OCc3ccccc3)cc2)C[C@@H]2CC[C@H]1N2C(=O)NCc1ccc(N(C)C)cc1	102.0	104.9	106.2	115.9	102.7	0.0	-0.4	96.3
CCCCn1c(=O)c(C(=O)Nc2ccc(C)cn2)c(O)c2ccccc21	104.0	106.3	107.3	101.3	108.8	4.0	5.9	105.3
COc1cccc(/C=C2\N=C(c3cncc(Br)c3)OC2=O)c1	33.1	92.0	104.6	99.3	97.0	1.0	14.0	88.2
O=C(CCn1c(=O)oc2ccccc21)N1CCC2(CC1)OCCO2	94.8	97.4	nt	89.8	98.6	2.0	-3.9	84.8
COCCNC(=O)CN1C2CCC1CC(O)(c1cccnc1)C2 (stereo not given)	91.5	93.7	104.0	82.3	98.4	0.0	20.9	97.5
Nc1ccccc1C(=O)OCCOc1ccccc1	100.2	99.6	93.5	110.9	98.1	0.0	11.4	104.8
Cc1c(CC(=O)N2C[C@H]3C[C@@H](C2)c2cccc(=O)n2C3)c(=O)oc2cc(O)c(Cl)cc12	28.1[may fluoresce violet]	16.3*[may fluoresce violet]	?	91.6[may fluoresce violet]	184.9*[may fluoresce violet]	0.0	-26.3	130.8
COc1ccc(/C=C2\C(=O)NC(=O)N(Cc3ccccc3)C2=O)c(OC)c1OC	95.0	99.4	103.0	95.1	106.1	0.0	-9.7	132.6
Cn1c(O)c(C=NCc2ccco2)c(=O)n(C)c1=O	109.4	104.0	107.4	100.1	105.7	4.0	15.1	96.3
Nc1nc(SCCC(F)=C(F)F)n[nH]1	103.6	95.6	102.4	107.8	121.0	2.0	40.9	83.5
O=C(N/N=C/c1c(O)n(-c2ccccc2)c(=S)[nH]c1=O)c1ccccc1	91.2	89.4	81.3	104.2	94.2	2.0	3.4	123.4
COc1cccc(-c2sc3ccccc3c2-c2ccc(OCCN3CCOCC3)cc2)c1	87.5	82.7	76.0	132.5	93.2	0.0	17.1	83.7
CCOC(=O)c1c(/N=C/C2C(=O)NC(=S)NC2=O)sc2c1CCC2	102.9	96.4	100.8	104.0	97.4	2.0	-18.8	101.9
COc1ccc2[nH]cc(CCNCc3cccnc3)c2c1	108.3	103.2	114.3	81.1	101.6	0.0	-7.2	101.5
CCCC(=O)NC(Oc1ccc(OC)cc1)C(Cl)(Cl)Cl (stereo not given)	93.2	102.9	95.1	95.5	112.2	1.0	-3.1	105.5
Nc1c(C(=O)NCCN2CCOCC2)c2nc3ccccc3nc2n1Cc1ccccc1	74.5	98.8	78.5	99.9	96.3	0.0	-0.9	120.5
CCN(CCNc1ccc([N+](=O)[O-])c2cccnc12)S(=O)(=O)c1ccc(Cl)cc1	107.9	97.6	97.0	102.9	102.8	3.0	27.0	85.3
CCN(CC)c1ccc(N=Cc2c(O)n(Cc3ccco3)c(=O)[nH]c2=O)cc1	109.1	104.3	104.1	115.8	102.8	1.0	3.2	109.2
Next section.
SMILES	AGP1-GFP MLPCN	RPL19A TOR yeast	CIT2 TOR yeast	LAP4-GFP MLPCN	MEP2 TOR yeast	GRK2 aptamer HTS	VLA-4 inh	Yeast superoxide
CC(C)C[C@H](NC(=O)[C@@H]1CCCN1C(=O)[C@@H](N)Cc1ccc(O)cc1)C(=O)NCC(N)=O	88.2	98.4	82.1	103.8	95.5	0.0	-3.1	116.5
Cc1cccc(-n2c(O)c(/C=N/Nc3nc4c(c(=O)n(C)c(=O)n4C)n3C)c(=O)[nH]c2=S)c1	92.8	100.4	86.9	99.6	95.7	3.0	-23.2	97.9
CC(C)n1nnnc1CN1CCN(C)CC1	100.0	101.4	103.6	87.2	93.8	0.0	-9.7	103.7
Cc1ccc(/C=C2\C(=O)NC(=O)N(CCc3ccc(F)cc3)C2=O)s1	117.2	101.2	112.3	104.1	94.8	0.0	13.3	88.9
CCCCCCn1c(=O)c(C(=O)Nc2cccc(C)n2)c(O)c2ccccc21	94.7	98.8	99.1	87.8	101.8	0.0	5.5	72.0
O=C(NCC(c1cccnc1)N1CCN(c2ccccc2F)CC1)Oc1ccccc1 (stereo not given)	104.3	102.5	99.3	104.1	101.0	0.0	2.2	94.5
CCOc1cc(C=O)ccc1O	109.5	103.3	104.5	88.6	98.4	0.0	4.3	112.6
COc1ccc(C(=O)C2CCCN(CCO)C2)c(C)c1 (stereo not given)	102.1	107.2	103.7	93.3	106.5	1.0	11.2	94.3
Cn1c(O)c(/C=C/C=Nc2ccccc2)c(=O)n(C)c1=S	100.0	103.7	105.8	102.0	107.4	0.0	-33.4	108.2
O=C(CN1CCOCC1)c1cccc2ccccc12	96.1	96.9	93.6	106.7	104.7	2.0	20.9	107.3
Cc1c(C=O)c2ccccc2n1Cc1ccc([N+](=O)[O-])cc1	106.7	102.3	95.8	105.2	106.0	2.0	11.8	99.7
CC1CCCC(C2(O)C(=O)Nc3ccccc32)C1=O (stereo not given)	95.5	96.4	92.3	92.5	98.3	0.0	-4.9	114.5
Cc1ccc(C(C)C)c(OCC(=O)N2CCN(CC(=O)N3CCOCC3)CC2)c1	92.2	92.2	91.3	88.8	95.4	0.0	-2.4	117.0
Cc1ncc(CN2CCCC(C(=O)c3ccc(C(C)(C)C)cc3)C2)s1 (stereo not given)	94.3	105.0	104.0	91.0	103.8	0.0	4.2	88.0
O=c1[nH]c(=S)n(CCC2=CCCCC2)c(O)c1/C=N/N1CCOCC1	nt	103.6	nt	nt	99.7	0.0	7.9	126.0
Fc1ccc(CCNCc2ccccc2Cl)cc1	109.4	108.1	119.9	112.2	107.1	0.0	0.0	85.8
Clc1ccccc1CN1CCN(c2ccccc2Cl)CC1	87.0	91.2	96.6	87.5	93.3	2.0	2.5	85.2
Cn1c(C(=O)O)c(CC(=O)N2CCN(Cc3ccccc3)CC2)c2ccccc21	105.5	103.0	107.2	105.6	96.1	3.0	2.0	108.5
CSCCC(N=Cc1c(O)n(-c2ccc(Cl)cc2)c(=O)[nH]c1=O)C(=O)OC(C)(C)C (stereo not given)	100.2	97.4	99.4	99.6	100.7	1.0	0.0	111.4
CC(=O)Nc1cc(C(=O)N2CCC3(CC2)OCCO3)ccc1S(=O)(=O)c1ccc(Cl)cc1	99.2	101.0	100.1	102.5	104.5	0.0	24.7	98.0
O=C(Nc1c(F)cc(F)cc1F)c1cccn(Cc2ccccc2)c1=O	100.9	97.2	90.1	119.2	91.6	1.0	0.1	106.5

Assay outcomes as filed in PubChem.

These rows are one share of the data, so the mix of outcomes need not match the whole.
